MrgX1 agonist – activates human MrgX1 receptor signaling. Q96LB2. MrgX1-HEK293 cells, Fluo-4 calcium fluorescence, agonist mode; active compounds read high. B-score at 10 µM. 310,000 compounds, 0.44% hits;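 active = calcium response B-score plate-corrected fluorescence ratio at least 3 library SD, with starting fluorescence B-score inside 5 SD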
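Test system: HEK293 cells stably expressing human MrgX1 receptor; Input: fifteen thousand cells per well; Dosing: compound delivered in addition one of three; Schedule: overnight seeding, then 1 h dark dye loading; Technique: Fluo-4 NW calcium fluorescence; Measure: B-scored fluorescence response ratio; Controls: positive and negative controls per plate.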
TMEM16A act – activates or potentiates the mouse TMEM16A chloride channel | Q8BHY3 | HEK293 TMEM16A/YFP-H148Q/I152L, iodide quench fluorescence; active compounds read low | B-score at 10 µM | 340,000 compounds, 0.3% hits;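 active = fluorescence-ratio B-score plate-corrected deviation score at least 3 library SD below zero, with starting fluorescence score within 5 deviations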;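 also: channel opened by trigger with iodide after compound preincubation; score built on the fluorescence ratio of max minus min over baseline; more negative score means more quench and so TMEM16A activation or potentiation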
hERG protect – compounds protecting human hERG from proarrhythmic drug block; activation (rescue from dofetilide block), less the hit threshold, % at 10 µM; AID 1511; CHO-hERG, FluxOR thallium flux, dofetilide IC70 present; Q12809; 310,000 compounds, 0.51% hits;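 active = activation above the mean of controls blocked by dofetilide plus 5 SD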;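 also: thallium influx through hERG after potassium depolarization seen as dye fluorescence rise; in these data hits start at about 4.7%; inactives centre near -7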
Target sequence (Q12809 whole entry, looked up): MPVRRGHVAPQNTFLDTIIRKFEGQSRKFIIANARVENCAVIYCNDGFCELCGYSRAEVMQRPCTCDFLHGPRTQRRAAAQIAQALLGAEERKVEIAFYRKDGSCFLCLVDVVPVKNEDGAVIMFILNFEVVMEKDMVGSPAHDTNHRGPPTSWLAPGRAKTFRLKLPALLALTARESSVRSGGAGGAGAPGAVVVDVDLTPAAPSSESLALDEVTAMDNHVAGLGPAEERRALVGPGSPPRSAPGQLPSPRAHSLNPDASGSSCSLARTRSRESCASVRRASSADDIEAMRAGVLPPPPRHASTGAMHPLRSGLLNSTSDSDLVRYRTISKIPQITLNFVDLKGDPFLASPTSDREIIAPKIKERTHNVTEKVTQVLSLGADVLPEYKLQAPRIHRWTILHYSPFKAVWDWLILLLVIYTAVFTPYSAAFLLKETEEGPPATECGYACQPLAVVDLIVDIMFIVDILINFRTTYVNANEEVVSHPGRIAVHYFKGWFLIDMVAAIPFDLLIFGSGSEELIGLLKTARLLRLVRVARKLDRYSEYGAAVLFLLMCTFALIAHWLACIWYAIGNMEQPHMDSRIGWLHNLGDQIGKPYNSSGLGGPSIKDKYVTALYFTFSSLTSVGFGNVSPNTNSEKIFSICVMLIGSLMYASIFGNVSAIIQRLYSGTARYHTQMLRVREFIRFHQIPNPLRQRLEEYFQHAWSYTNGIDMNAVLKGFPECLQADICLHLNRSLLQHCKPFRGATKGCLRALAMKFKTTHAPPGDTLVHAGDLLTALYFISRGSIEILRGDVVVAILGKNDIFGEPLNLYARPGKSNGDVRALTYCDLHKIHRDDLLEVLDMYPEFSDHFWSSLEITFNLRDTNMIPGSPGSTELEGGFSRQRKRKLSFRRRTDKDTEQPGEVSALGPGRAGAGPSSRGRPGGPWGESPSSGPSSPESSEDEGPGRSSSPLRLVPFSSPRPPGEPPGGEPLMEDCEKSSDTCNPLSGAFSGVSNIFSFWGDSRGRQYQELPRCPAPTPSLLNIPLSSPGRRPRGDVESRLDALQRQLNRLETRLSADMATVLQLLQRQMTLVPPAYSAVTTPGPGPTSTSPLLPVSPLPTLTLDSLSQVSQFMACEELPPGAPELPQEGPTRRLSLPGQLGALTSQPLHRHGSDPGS
TMEM16A inh – blocks the mouse calcium-activated chloride channel TMEM16A; HEK293 TMEM16A/YFP iodide influx fluorescence, ionomycin; normalized B-score (activity score, 25-100; higher = stronger inhibition) at 10 µM; 310,000 compounds, 1.2% hits;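 active = ratio plate-corrected score three or more library SD toward inhibition, starting fluorescence score within five deviations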;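 also: score derived from kinetic fluorescence span divided by baseline fluorescence per well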
KCNQ1 pot – potentiators or activators of human KCNQ1 potassium channel. CHO-K1 KCNQ1, thallium flux FluxOR fluorescence; active compounds read high. B-score at 10 µM. 310,000 compounds, 0.35% hits;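 active = fluorescence ratio B-score, a plate-corrected score, at least three library SD, with initial intensity B-score within 5 SD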
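Schedule – 37 °C overnight plating, 90-min dark dye load, 20-min compound pretreatment · System – stable KCNQ1 CHO-K1 line · Probe or stimulus – thallium- and potassium-containing depolarizing buffer · Measured by – kinetic FluxOR fluorescence, 10 s baseline plus 110 s post-stimulus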
RGS4 inh – human RGS4 inhibition. P49798. HEK293 M3R/RGS4 inducible, Fluo-4 calcium flux; active compounds read high; triggered by carbachol at its EC20. B-score at 10 µM. 310,000 compounds, 0.45% hits. AID 463165;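 active = B-score, a plate-corrected calcium signal, over three deviations above library mean, with baseline fluorescence within five deviations of library mean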;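 also: RGS4 expression induced by doxycycline in cells with stable M3 receptor; B-score is computed from the integrated fluorescence ratio over baseline after carbachol; higher B-score means a larger calcium signal and so more RGS4 inhibition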
KCNQ1 block – human KCNQ1 channel inhibition | CHO-K1 KCNQ1, FluxOR thallium flux fluorescence; active compounds read high | B-score at 10 µM | 310,000 compounds, 1.3% hits;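 active = compounds whose thallium flux B-score, printed positive for inhibition, exceeds three library SD while starting fluorescence stays within three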;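 also: channel opened by potassium depolarization with thallium stimulus after 20 min compound exposure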
KCNK3 inh – human KCNK3 channel inhibition, primary screen; CHO-KCNK3 thallium flux, FluxOR fluorescence; active compounds read low; B-score at 10 µM; 340,000 compounds, 0.84% hits; AID 602410;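 active = B-score under library mean minus 4 SD, starting fluorescence ratio at most library mean plus 5 SD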;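 also: more negative B-score means stronger inhibition of thallium flux through KCNK3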
MrgX1 allo act – allosterically activates human MrgX1 receptor signaling; 310,000 compounds, 0.63% hits; MrgX1-HEK293, Fluo-4 calcium flux, FDSS; active compounds read high; AID 588675; Q96LB2; B-score at 10 µM;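 active = plate-corrected calcium response at least 3 library SD above typical, normal starting fluorescence, not activating the receptor alone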;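 also: compound read alongside a low EC10 to EC30 dose of BAM8-22 agonist; peak minus trough fluorescence over baseline measured at the second addition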
RGS4 pot – potentiators or activators of RGS4 | HEK293 M3R/inducible RGS4, carbachol calcium flux Fluo4; active compounds read low | B-score at 10 µM | 310,000 compounds, 0.92% hits;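 active = B-score of the integrated calcium signal more than 4 SD below the library mean, with starting fluorescence not abnormally high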;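 also: negative B-score means reduced calcium response which marks RGS4 activation or potentiation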
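Also added: carbachol at ECmax as muscarinic agonist stimulus; Assay system: HEK293 cells with stable M3R and inducible RGS4; Timing: overnight RGS4 induction, 30 min dye load 37 °C, 20 min compound RT; Measured by: Fluo4-AM (2 µM) calcium-flux fluorescence, kinetic read.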
KCNK9 inh – human KCNK9 channel inhibition | B-score at 10 µM | 310,000 compounds, 1.2% hits | Q9NPC2 | HEK293 KCNK9, FluxOR thallium flux fluorescence; active compounds read low;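 active = ratio B-score over 3 SD below the library mean, with starting fluorescence within 5 SD of its mean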;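 also: negative B-score means less thallium flux so channel inhibition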
The depositor's hits bear a star. Hits appear at their usual frequency. Share with any hit: about 6.3%.

CC1CC(C)CN(C(=O)c2ccc3c(c2)N(Cc2ccccc2)CCS3)C1 (centres undefined) was read as MrgX1 agonist inactive, TMEM16A act inactive, hERG protect -7, TMEM16A inh inactive, KCNQ1 pot inactive, RGS4 inh inactive, KCNQ1 block inactive, KCNK3 inh -12*, MrgX1 allo act inactive, RGS4 pot inactive and KCNK9 inh -8.2*.
N#CCCCC#Cc1ccc2c(c1)COc1c3ccccc3nn1-2 was read as MrgX1 agonist inactive, TMEM16A act inactive, hERG protect -7, TMEM16A inh inactive, KCNQ1 pot inactive, RGS4 inh inactive, KCNQ1 block inactive, KCNK3 inh inactive, MrgX1 allo act inactive, RGS4 pot inactive and KCNK9 inh inactive.
`COc1ccc(OC)c(N/C(C)=C/C(=O)c2ccc(C)o2)c1` gave MrgX1 agonist inactive, TMEM16A act inactive, hERG protect -19, TMEM16A inh inactive, KCNQ1 pot inactive, RGS4 inh inactive, KCNQ1 block inactive, KCNK3 inh inactive, MrgX1 allo act inactive, RGS4 pot inactive and KCNK9 inh inactive.
Screening COC1(OC)N=C(N)C2(C#N)C(c3ccccc3)NC(C)=CC12C#N (centres undefined) returned MrgX1 agonist inactive, TMEM16A act inactive, hERG protect -4, TMEM16A inh inactive, KCNQ1 pot inactive, RGS4 inh inactive, KCNQ1 block inactive, KCNK3 inh inactive, MrgX1 allo act inactive, RGS4 pot inactive and KCNK9 inh inactive.
For COc1ccc(-c2nc3ccccc3c(=O)n2CCOc2cccc(C)c2C)cc1 the results were MrgX1 agonist inactive, TMEM16A act inactive, hERG protect -8, TMEM16A inh inactive, KCNQ1 pot inactive, RGS4 inh inactive, KCNQ1 block inactive, KCNK3 inh inactive, MrgX1 allo act inactive, RGS4 pot inactive and KCNK9 inh inactive.
Screening CCC1C(=O)NCCN1C(=O)CCc1nnc(CCc2ccc(OC)cc2)o1 (centres undefined) returned MrgX1 agonist inactive, TMEM16A act inactive, hERG protect -8, TMEM16A inh inactive, KCNQ1 pot inactive, RGS4 inh inactive, KCNQ1 block inactive, KCNK3 inh inactive, MrgX1 allo act inactive, RGS4 pot inactive and KCNK9 inh inactive.
`Cc1ccc(N2C(S)=C(C#N)C(=O)NC2c2ccco2)cc1` (centres undefined) gave MrgX1 agonist inactive, TMEM16A act inactive, hERG protect -22, TMEM16A inh inactive, KCNQ1 pot inactive, RGS4 inh inactive, KCNQ1 block inactive, KCNK3 inh inactive, MrgX1 allo act inactive, RGS4 pot inactive and KCNK9 inh inactive.
Screening C=CCn1c(COc2ccccc2-c2ccccc2)nnc1SCC(=O)NC(=O)NCc1ccco1 returned MrgX1 agonist inactive, TMEM16A act inactive, hERG protect -10, TMEM16A inh inactive, KCNQ1 pot inactive, RGS4 inh inactive, KCNQ1 block inactive, KCNK3 inh inactive, MrgX1 allo act inactive, RGS4 pot inactive and KCNK9 inh inactive.
CC1CCC(NC(=O)CCS(=O)(=O)c2ccc3c(c2)NC(=O)CS3)CC1 (centres undefined) was read as MrgX1 agonist inactive, TMEM16A act inactive, hERG protect -11, TMEM16A inh 25*, KCNQ1 pot inactive, RGS4 inh inactive, KCNQ1 block inactive, KCNK3 inh inactive, MrgX1 allo act inactive, RGS4 pot inactive and KCNK9 inh inactive.
O=C(CC1(c2ccc(Cl)cc2)C2CC3CC(C2)CC1C3)NCCO (centres undefined) was read as MrgX1 agonist inactive, TMEM16A act inactive, hERG protect -10, TMEM16A inh inactive, KCNQ1 pot inactive, RGS4 inh inactive, KCNQ1 block inactive, KCNK3 inh inactive, MrgX1 allo act inactive, RGS4 pot inactive and KCNK9 inh inactive.
Screening Cc1ccc(C(=O)N/C(=C\c2ccc(-c3cccc([N+](=O)[O-])c3)o2)C(=O)NC(C)(C)C)cc1 returned MrgX1 agonist inactive, TMEM16A act inactive, hERG protect -7, TMEM16A inh inactive, KCNQ1 pot inactive, RGS4 inh inactive, KCNQ1 block inactive, KCNK3 inh inactive, MrgX1 allo act inactive, RGS4 pot inactive and KCNK9 inh inactive.
`Cn1c(CN2CCN(c3cccc(Cl)c3)CC2)nc2ccccc21` gave MrgX1 agonist inactive, TMEM16A act inactive, hERG protect -12, TMEM16A inh inactive, KCNQ1 pot inactive, RGS4 inh inactive, KCNQ1 block inactive, KCNK3 inh inactive, MrgX1 allo act inactive, RGS4 pot inactive and KCNK9 inh inactive.
`Cc1cc(C(=O)c2cccs2)c(N)s1` gave MrgX1 agonist inactive, hERG protect -4, TMEM16A inh inactive, KCNQ1 pot inactive, RGS4 inh inactive, KCNQ1 block inactive, KCNK3 inh inactive, MrgX1 allo act inactive, RGS4 pot inactive and KCNK9 inh inactive.
C/C(=N\NC(=O)OC(C)(C)C)c1ccc(-n2ccnc2)cc1 was read as MrgX1 agonist inactive, TMEM16A act inactive, hERG protect -15, TMEM16A inh inactive, KCNQ1 pot inactive, RGS4 inh inactive, KCNQ1 block inactive, KCNK3 inh inactive, MrgX1 allo act inactive, RGS4 pot inactive and KCNK9 inh inactive.
Screening CC(C)c1nnc(NC(=O)CCC2CCCCC2)s1 returned MrgX1 agonist inactive, TMEM16A act inactive, hERG protect -9, TMEM16A inh inactive, KCNQ1 pot inactive, RGS4 inh inactive, KCNQ1 block inactive, KCNK3 inh inactive, MrgX1 allo act inactive, RGS4 pot inactive and KCNK9 inh inactive.
CCOC(=O)C1CCN(C(=O)c2cn(CCOC)c(=O)c3c2c2ccccc2n3C)CC1 was read as MrgX1 agonist inactive, TMEM16A act inactive, hERG protect -15, TMEM16A inh inactive, KCNQ1 pot inactive, RGS4 inh inactive, KCNQ1 block inactive, KCNK3 inh inactive, MrgX1 allo act inactive, RGS4 pot inactive and KCNK9 inh inactive.
For CCOc1cc(/C=C2\SC(N3CCCCC3)=NC2=O)ccc1O the results were MrgX1 agonist inactive, TMEM16A act inactive, hERG protect -15, TMEM16A inh inactive, KCNQ1 pot inactive, RGS4 inh inactive, KCNQ1 block inactive, KCNK3 inh inactive, MrgX1 allo act inactive, RGS4 pot inactive and KCNK9 inh inactive.
Screening CC1(C)Cc2noc(N)c2C(C)(C)N1OC(=O)c1cccs1 returned MrgX1 agonist inactive, TMEM16A act inactive, hERG protect -3, TMEM16A inh inactive, KCNQ1 pot inactive, RGS4 inh inactive, KCNQ1 block inactive, KCNK3 inh inactive, MrgX1 allo act inactive, RGS4 pot inactive and KCNK9 inh inactive.
Cc1[nH]c2ccc(OC(=O)N3CCOCC3)cc2c1C(=O)OC(C)C was read as MrgX1 agonist inactive, TMEM16A act inactive, hERG protect -5, TMEM16A inh inactive, KCNQ1 pot inactive, RGS4 inh inactive, KCNQ1 block inactive, KCNK3 inh inactive, MrgX1 allo act inactive, RGS4 pot inactive and KCNK9 inh inactive.
`COC(=O)c1ccc(N)nc1` gave MrgX1 agonist inactive, TMEM16A act inactive, hERG protect -7, TMEM16A inh inactive, KCNQ1 pot inactive, RGS4 inh inactive, KCNQ1 block inactive, KCNK3 inh inactive, MrgX1 allo act inactive, RGS4 pot inactive and KCNK9 inh inactive.
CSc1ccc(CCNC(=O)c2cc(C)nn2-c2ccccc2)cc1 was read as MrgX1 agonist inactive, TMEM16A act inactive, hERG protect -9, TMEM16A inh inactive, KCNQ1 pot inactive, RGS4 inh inactive, KCNQ1 block inactive, KCNK3 inh inactive, MrgX1 allo act inactive, RGS4 pot inactive and KCNK9 inh inactive.
`O=S1(=O)N=C(Nc2nncs2)c2ccccc21` gave MrgX1 agonist inactive, TMEM16A act inactive, hERG protect -10, TMEM16A inh inactive, KCNQ1 pot inactive, RGS4 inh inactive, KCNQ1 block inactive, KCNK3 inh inactive, MrgX1 allo act inactive, RGS4 pot inactive and KCNK9 inh inactive.
For COc1ccc(-c2nnc(N3CCC(C)CC3)c3ccccc23)cc1 the results were MrgX1 agonist inactive, TMEM16A act inactive, hERG protect -16, TMEM16A inh inactive, KCNQ1 pot inactive, RGS4 inh inactive, KCNQ1 block inactive, KCNK3 inh inactive, MrgX1 allo act inactive, RGS4 pot inactive and KCNK9 inh inactive.
For COCCN1CCN(C(=O)C2CCC(=O)N(Cc3cccc(C(F)(F)F)c3)C2)CC1 (centres undefined) the results were MrgX1 agonist inactive, TMEM16A act inactive, hERG protect -3, TMEM16A inh inactive, KCNQ1 pot inactive, RGS4 inh inactive, KCNQ1 block inactive, KCNK3 inh inactive, MrgX1 allo act inactive, RGS4 pot inactive and KCNK9 inh inactive.
For O=C(C1CCC(CNc2c(N3CCCCC3)c(=O)c2=O)CC1)N1CCCCC1 (centres undefined) the results were MrgX1 agonist inactive, TMEM16A act inactive, hERG protect -7, TMEM16A inh inactive, KCNQ1 pot inactive, RGS4 inh inactive, KCNQ1 block inactive, KCNK3 inh inactive, MrgX1 allo act inactive, RGS4 pot inactive and KCNK9 inh inactive.
COc1nc(NCc2ccco2)nc(N2CCC(C)CC2)n1 was read as MrgX1 agonist inactive, TMEM16A act inactive, hERG protect -4, TMEM16A inh inactive, KCNQ1 pot inactive, RGS4 inh inactive, KCNQ1 block inactive, KCNK3 inh inactive, MrgX1 allo act inactive, RGS4 pot inactive and KCNK9 inh inactive.
Screening CNS(=O)(=O)c1cc2c3c(cccc3c1)C(=O)NC2=O returned MrgX1 agonist inactive, TMEM16A act inactive, hERG protect -7, TMEM16A inh inactive, KCNQ1 pot inactive, RGS4 inh inactive, KCNQ1 block inactive, KCNK3 inh inactive, MrgX1 allo act inactive, RGS4 pot inactive and KCNK9 inh inactive.
Screening Cc1cc(Br)cc(C=Nc2ccc(N3CCOCC3)cc2)c1O returned MrgX1 agonist inactive, TMEM16A act inactive, hERG protect -12, TMEM16A inh inactive, KCNQ1 pot inactive, RGS4 inh 5.8*, KCNQ1 block inactive, KCNK3 inh inactive, MrgX1 allo act inactive, RGS4 pot inactive and KCNK9 inh inactive.
For Cn1c(SCC(=O)Nc2ccc3[nH]c(=O)[nH]c3c2)nnc1-c1ccc(F)cc1 the results were MrgX1 agonist inactive, TMEM16A act inactive, hERG protect -14, TMEM16A inh inactive, KCNQ1 pot inactive, RGS4 inh inactive, KCNQ1 block inactive, KCNK3 inh inactive, MrgX1 allo act inactive, RGS4 pot inactive and KCNK9 inh inactive.

Screens as filed in PubChem BioAssay.
